Compound activity (PubChem)
APP transl inh: APP translation inhibition. SH-SY5Y APP 5'UTR-luciferase reporter, luminescence. inhibition, % at 2 µM. hit rate 0.82% among 190,000;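 active means inhibition above a set limit, derived from the sample mean plus 3 SD, cut at about 45% in these data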; further: values of inactives mirror those of a sister screen read the other way
APP 5'UTR act: APP 5'UTR luciferase reporter activation | SH-SY5Y APP 5'UTR luciferase reporter, luminescence; zero percent = DMSO vehicle wells | activation, % at 2 µM | hit rate 1% among 190,000;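 active means activation above a set limit, based on mean plus 3 SD of controls, cut at about 140% in these data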; further: values of inactives mirror those of a sister screen read the other way
RAM inhibit: blocks the yeast RAM network | S. cerevisiae dse1pr::URA3 reporter, 5-FOA growth OD615, 2 d; analog-sensitive cbk1-as2 kinase mutant strain | inhibition, % at 50 µM | hit rate 1.8% among 190,000;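 active means inhibition above a set limit, 3 SD over mean compound inhibition, cut at about 8.4% in these data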;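 further: 0% = DMSO-only wells with no growth and 100% = 10 µM 1-NA-PP1 full growth; inhibition rescues growth on 5-FOA so higher OD means more RAM inhibition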
STAT3 blocker: STAT3 signaling inhibition; U3A cells, IL-6 STAT3-luciferase reporter, luminescence; host cell line lacks STAT1; inhibition, % at 5.5 µM; hit rate 0.89% among 190,000; AID 862;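 active means inhibition above the mean inhibition across all screened compounds plus 3 SD, cut at about 44% in these data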;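 further: 0% = DMSO only wells and 100% = 100 µM nifuroxazide control wells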
FLuc inh counter: counter-screen for luciferase assay inhibitors: firefly luciferase inhibition; AID 1006; inhibition, % at 10 µM; P08659; ATPLite firefly luciferase biochemical luminescence, 10 min; hit rate 1.5% among 200,000;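 active means inhibition above about 50% when tested at 10 µM, limit read from the data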
Target sequence (P08659 whole entry, looked up): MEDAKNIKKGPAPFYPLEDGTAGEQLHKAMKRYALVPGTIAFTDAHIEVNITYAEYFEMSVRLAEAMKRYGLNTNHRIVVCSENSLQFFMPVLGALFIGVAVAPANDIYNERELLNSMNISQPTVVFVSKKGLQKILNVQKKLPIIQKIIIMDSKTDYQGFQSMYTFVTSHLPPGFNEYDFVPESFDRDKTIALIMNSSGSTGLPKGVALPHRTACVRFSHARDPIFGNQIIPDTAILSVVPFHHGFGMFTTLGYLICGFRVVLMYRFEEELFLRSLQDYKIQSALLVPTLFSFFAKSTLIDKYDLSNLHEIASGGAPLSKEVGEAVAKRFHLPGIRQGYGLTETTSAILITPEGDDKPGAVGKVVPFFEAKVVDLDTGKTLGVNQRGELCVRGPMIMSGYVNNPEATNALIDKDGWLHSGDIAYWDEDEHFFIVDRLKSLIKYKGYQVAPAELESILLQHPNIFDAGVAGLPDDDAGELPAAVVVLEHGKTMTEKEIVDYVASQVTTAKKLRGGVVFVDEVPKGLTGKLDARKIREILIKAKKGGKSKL
STAT1 inh: inhibitors of IFN-gamma induced STAT1 signaling; inhibition, % at 5.5 µM; NIH 3T3 STAT1-luciferase reporter, luminescence; AID 920; hit rate 0.35% among 200,000;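 active means inhibition above a set limit, the mean inhibition across all tested compounds plus 3 SD, cut at about 34% in these data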;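 further: 0% = IFN-gamma with DMSO and 100% = IFN-gamma with 300 µM nifuroxazide; values of inactives mirror those of a sister screen read the other way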
STAT3 act: STAT3 signaling activation. U3A cells, IL-6 STAT3-luciferase reporter, luminescence; 100% = signal with IL-6 EC80 alone. activation (% of control), % at 5.6 µM. hit rate 0.91% among 190,000;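 active means activation above the screen-wide mean of compound activation plus 3 SD, cut at about 130% in these data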;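 further: 0% = background luminescence of wells with medium and substrate only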
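Test system: human U3A cells carrying STAT3-luciferase construct; control set: IL-6-only wells as 100% reference; timing: compound pre-incubation 1 h before IL-6, then 6 h stimulation at 37 °C; also added: IL-6 stimulus at 33 ng/mL final; evaluation: % activation versus median of IL-6-stimulated wells; detection: reporter luminescence signal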
Hsp70 act: transcriptional activators of Hsp70; HeLa Hsp70 promoter luciferase reporter, luminescence; scaled: vehicle 0, proteasome-inhibitor control 100%; activation, % at 10 µM; hit rate 0.04% among 200,000; AID 1203;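 active means activation above the mean across all tested compounds plus 3 SD, cutoff set per campaign, cut at about 5.5% in these data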;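 further: 100% = MG132 at 30 µM as the positive control and 0% = DMSO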
STAT1 act: activators of IFN-gamma induced STAT1 signaling; NIH 3T3 STAT1-luciferase reporter, luminescence; 100% = IFN-gamma alone, no compound; activation (% of control), % at 5.5 µM; hit rate 2.6% among 200,000; AID 932;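 active means activation above the screen-wide mean activation plus 3 SD, cut at about 130% in these data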;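 further: raw ratio to IFN-gamma control signal so 100% means no change and 0% no light; values of inactives mirror those of a sister screen read the other way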
NF-kB expr up: raises NF-kB expression in human neuronal cells; AID 1239; NF-kB reporter expression; active compounds read high; fold change at 12.5 µM; hit rate 1.6% among 190,000; in the data active means fold change above about 3.3
Numbers without * were called inactive; nt = not tested or not shown.

no.	SMILES	APP transl inh	APP 5'UTR act	RAM inhibit	STAT3 blocker	FLuc inh counter	STAT1 inh	STAT3 act	Hsp70 act	STAT1 act	NF-kB expr up
1	O=C(Nc1ccc(-c2cn3c(n2)SCC3)cc1)c1ccc2ccccc2n1	-48	48	-0.2	21	0	-24	86	0.3	119	0.89
2	O=C(N/N=C/c1ccc2c(c1)OCO2)c1cc(-c2ccccc2)nc2ccccc12	5	-5	5.7	8	1	6	93	-0.5	94	1.3
3	Cc1cccc(C)c1NC(=O)COc1cccc(/C=N/NC(=O)C(=O)NCc2ccccc2)c1	1	-1	3.9	2	-6	-2	107	-0.2	101	1.1
4	Cc1cc2c(OCC(O)CN3CCCC3)cccc2[nH]1 (stereo unspecified)	-15	15	2.1	6	-3	-1	96	-0.2	102	1.2
5	CCNC(=O)c1sc(-c2ccccc2)nc1C	-18	18	1.3	18	-5	8	88	0.3	93	1.9
6	O=C(CSc1nc2ccc(Nc3nc(N4CCOCC4)nc(N4CCOCC4)n3)cc2s1)NCc1ccco1	-3	3	1.6	7	-8	3	96	-0.2	95	1
7	Cc1ccc(NC(=O)N2CCC(C(=O)NCc3ccc(F)cc3)CC2)cc1	-4	4	1.1	-7	-7	7	110	-0.1	94	1.1
8	COc1cc(OC)cc(-c2nc3ccccc3s2)c1	-65	65	-1.2	-124	23	-26	203*	0.0	124	2.1
9	CC(C)[C@H](NC(=O)c1ccc(F)cc1)C(=O)OCC(=O)NC(=O)c1cccn1C	-21	21	3.4	-6	-2	-2	105	-0.3	102	1.2
10	Cc1ccc(Cn2ncc(C)c2N)o1	-24	24	-0.2	0	-8	-11	106	0.1	108	1
11	C=CCc1c(OC(C)=O)c2ccccc2n(C)c1=O	17	-17	1.0	7	-3	33	96	-0.2	70	0.68
12	C=CCn1c(SCC(=O)c2cc(C)n(CC3CCCO3)c2C)nnc1-c1ccccc1 (stereo unspecified)	6	-6	2.5	7	3	1	97	-0.3	99	0.83
13	Cc1ccc(/C=C/C(=O)c2cc(Br)ccc2OC(=O)c2ccco2)cc1	51*	-51	11*	16	-1	-2	92	-0.1	102	2.4
14	Cc1cc(NC(=O)c2ccc(S(=O)(=O)Nc3ccccc3)cc2)no1	7	-7	4.8	-1	-4	5	103	-0.3	95	1.2
15	O=C(Nc1ccc(Cl)cc1)/C(=C/c1ccc([N+](=O)[O-])cc1)c1nc2ccccc2s1	96*	-96	1.6	-16	-3	-18	119	-0.2	114	nt
16	COc1ccc(OC)c(NC(=O)CCC(=O)Nc2nnc(C(F)(F)F)s2)c1	-2	2	2.3	4	-9	6	99	0.2	94	1
17	Cc1c(Cl)cccc1NC(=O)CNC(=O)c1ccc(F)cc1	-4	4	2.4	-10	-3	8	110	-0.2	93	1.2
18	COc1cc(S(=O)(=O)N2CCOCC2)ccc1NC(=O)COC(=O)CC12CC3CC(CC(C3)C1)C2	nt	nt	7.6	2	1	2	97	-0.1	98	0.57
19	COC(=O)CCC(=O)Nc1sc2c(c1C#N)CCCC2	20	-20	-0.2	2	-2	-8	100	-0.4	108	0.87
20	O=C(O)c1ccc2c(c1)C(=O)N(NC(=O)c1ccccc1)C2=O	-9	9	0.9	0	-1	-10	107	-0.3	109	1.1
21	O=C(Nc1ccc2oc(-c3ccncc3)nc2c1)c1cccs1	-14	14	1.6	21	-1	-2	86	-0.3	102	1
22	CCCCOC(=O)c1ccc(NC(=O)c2ocnc2C)cc1	1	-1	8.2	15	0	0	91	-0.2	100	1.1
23	O=S(=O)(Nc1ccc(F)cc1)N1CCCCCC1	-14	14	0.8	11	-5	2	94	-0.3	98	1.1
24	COc1ccccc1CNC(=O)CCCn1c(=O)c2ccccc2n(CC(=O)NC2CCCC2)c1=O	3	-3	1.5	12	-6	5	99	-0.2	96	0.98

Of the compounds above, 3 contain a furan ring, fused or not:
no.	SMILES	APP transl inh	APP 5'UTR act	RAM inhibit	STAT3 blocker	FLuc inh counter	STAT1 inh	STAT3 act	Hsp70 act	STAT1 act	NF-kB expr up
6	O=C(CSc1nc2ccc(Nc3nc(N4CCOCC4)nc(N4CCOCC4)n3)cc2s1)NCc1ccco1	-3	3	1.6	7	-8	3	96	-0.2	95	1
10	Cc1ccc(Cn2ncc(C)c2N)o1	-24	24	-0.2	0	-8	-11	106	0.1	108	1
13	Cc1ccc(/C=C/C(=O)c2cc(Br)ccc2OC(=O)c2ccco2)cc1	51*	-51	11*	16	-1	-2	92	-0.1	102	2.4

Going on with the list:
no.	SMILES	APP transl inh	APP 5'UTR act	RAM inhibit	STAT3 blocker	FLuc inh counter	STAT1 inh	STAT3 act	Hsp70 act	STAT1 act	NF-kB expr up
25	Clc1ccc(CN2CCC(Cc3ccccc3)CC2)cc1	-15	15	0.2	-3	-3	-1	98	-0.6	101	1
26	Clc1ccc(SCCN2CCNCC2)cc1	-2	2	0.2	-2	-5	-3	104	0.0	100	1.1
27	COC(=O)c1ccc(C)c(NC(=O)CCNC(=O)c2ccc([N+](=O)[O-])cc2)c1	1	-1	-0.1	5	0	3	100	-0.2	97	0.92
28	COC(=O)c1cccc(NC(=O)CN(c2ccc3c(c2)OCO3)S(C)(=O)=O)c1C	-14	14	0.3	0	0	3	101	-0.4	98	1.4
29	CC1CCN(c2ccc(NC(=O)c3ccccc3[N+](=O)[O-])cc2)CC1	-28	28	-0.4	12	0	-12	95	-0.3	110	1.3
30	C[N+](C)(C)CCOP(=O)(O)OP(=O)([O-])OC[C@H]1O[C@@H](n2ccc(N)nc2=O)[C@H](O)[C@@H]1O	-3	3	1.1	-1	-6	5	103	-0.3	95	1.1
31	COc1ccc2nc(SC(C(=O)c3ccccc3)c3ccccc3)nc(C)c2c1 (stereo unspecified)	4	-4	4.1	-11	-5	-14	106	-0.2	112	0.54
32	CC12CN3CC(=O)N4CC5(C)CN(CC(C)(C4)C5=O)C(=O)CN(C1)CC(C)(C3)C2=O	-15	15	0.0	6	-7	3	101	-0.2	98	1.9
33	CCOc1ccc2nc(NC(=S)N(C)C)sc2c1	-167	167*	4.1	37	18	-84	69	0.1	183*	12*
34	O=P(CO)(Cc1ccccc1)Cc1ccccc1	-2	3	0.0	5	-8	-4	101	-0.2	104	1
35	Nc1nc(CSCCO)nc(Nc2ccc(F)cc2)n1	-2	2	2.6	7	-5	-11	97	0.2	110	1.4
36	Cc1c(C(=O)OCC(C)(C)CN(C)C)oc2ccccc12	-8	8	1.9	-2	21	-20	108	-0.3	119	1.7
37	N/C(=N\OC(=O)CC1CCCCC1)c1cccnc1	-9	9	1.7	2	65*	-15	102	0.1	113	1.6
38	CC(=O)N1CCC(N2CCN(c3ccccc3F)CC2)CC1	-9	9	1.3	5	-4	-3	98	-0.1	102	1.2
39	COc1c(F)c(F)c(C(=O)Nc2ccc(N3CCN(Cc4ccccc4)CC3)cc2)c(F)c1F	-6	6	0.0	9	-6	3	97	-0.3	97	1
40	O=[N+]([O-])c1cccc(S(=O)(=O)c2cccc([N+](=O)[O-])c2)c1	-6	6	1.0	-6	-6	-6	110	-0.1	103	nt
41	COc1ccc(CNC(=O)c2ccc[nH]2)cc1	-12	12	0.4	5	0	-5	101	0.0	102	1.1
42	COC(=O)C(CC(C)C)NC(=O)c1cccs1 (stereo unspecified)	-21	21	-0.4	14	-3	1	89	-0.2	97	0.97
43	O=C(CC1S/C(=N/N=C/c2ccco2)NC1=O)Nc1ccccc1 (stereo unspecified)	14	-15	6.1	-2	-8	-9	107	-0.3	106	1.2
44	O=C(CSc1nnc(SCc2cccc3ccccc23)s1)N=Nc1c(O)[nH]c2ccccc12	-5	5	2.0	-17	-6	8	114	-0.2	93	0.86
45	Cc1cc(Br)ccc1OCCN1CC(C)OC(C)C1 (stereo unspecified)	-2	2	3.4	8	2	-4	98	-0.3	101	1.1
46	COc1nc(-c2ccc(Cl)cc2)nnc1C	17	-17	-0.1	8	-1	-11	97	-0.2	110	1.1
47	COc1ccc(C2=Nc3cccc4cccc(c34)N2)cc1	-2	1	7.1	-30	11	6	135*	-0.1	95	0.9
48	CCOc1cccc(-c2nnc(SCC(=O)Nc3cccc(OC)c3)n2N)c1	-3	3	-0.5	3	-13	1	101	0.2	100	1.1
49	COC(=O)c1ccc(CSc2nc3cc(Cl)ccc3s2)o1	-3	3	2.9	6	-5	2	98	-0.2	99	0.99
50	O=C(O)CCC1=C2c3ccccc3CCN2C(=O)CC1	-26	26	1.8	7	-6	6	97	-0.2	98	1.2
51	O=C(CN(CCCN1CCOCC1)C(=O)Cn1nnc(-c2ccc(F)cc2)n1)NC1CCCCC1	1	-1	0.2	2	-8	6	101	-0.5	95	0.91
52	Cc1ccc(NC(=O)Nc2ccccc2)cc1[N+](=O)[O-]	-74	74	1.7	-3	32	-7	100	-0.3	109	1.2
53	COc1ccc(OCCCNCCc2ccccc2)cc1	-2	2	1.3	3	2	3	102	-0.2	95	1.1
54	O=C(COc1ccc(OCc2ccccc2)cc1)NN=C1CCCC1	-12	12	-1.5	-6	12	-12	106	0.0	111	1
55	Cn1cccc1CNCc1ccc(F)cc1	-14	14	0.5	-10	-5	-4	106	-0.3	106	1.2
56	CCOCc1nnc(NS(C)(=O)=O)s1	7	-7	0.4	8	-4	-1	101	-0.2	101	1.2
